Assay outcomes from PubChem.
TcdB inh – TcdB glycohydrolase inhibitors, primary screen, biochemical, single point, plate reader; Toxin B (Clostridioides difficile), P18177; TcdB glycohydrolase enzymatic assay; inhibition, % at 9.99 µM; 350,000 compounds, 0.24% hits; in the data active = inhibition above about 10%
Target sequence (P18177 whole entry, looked up): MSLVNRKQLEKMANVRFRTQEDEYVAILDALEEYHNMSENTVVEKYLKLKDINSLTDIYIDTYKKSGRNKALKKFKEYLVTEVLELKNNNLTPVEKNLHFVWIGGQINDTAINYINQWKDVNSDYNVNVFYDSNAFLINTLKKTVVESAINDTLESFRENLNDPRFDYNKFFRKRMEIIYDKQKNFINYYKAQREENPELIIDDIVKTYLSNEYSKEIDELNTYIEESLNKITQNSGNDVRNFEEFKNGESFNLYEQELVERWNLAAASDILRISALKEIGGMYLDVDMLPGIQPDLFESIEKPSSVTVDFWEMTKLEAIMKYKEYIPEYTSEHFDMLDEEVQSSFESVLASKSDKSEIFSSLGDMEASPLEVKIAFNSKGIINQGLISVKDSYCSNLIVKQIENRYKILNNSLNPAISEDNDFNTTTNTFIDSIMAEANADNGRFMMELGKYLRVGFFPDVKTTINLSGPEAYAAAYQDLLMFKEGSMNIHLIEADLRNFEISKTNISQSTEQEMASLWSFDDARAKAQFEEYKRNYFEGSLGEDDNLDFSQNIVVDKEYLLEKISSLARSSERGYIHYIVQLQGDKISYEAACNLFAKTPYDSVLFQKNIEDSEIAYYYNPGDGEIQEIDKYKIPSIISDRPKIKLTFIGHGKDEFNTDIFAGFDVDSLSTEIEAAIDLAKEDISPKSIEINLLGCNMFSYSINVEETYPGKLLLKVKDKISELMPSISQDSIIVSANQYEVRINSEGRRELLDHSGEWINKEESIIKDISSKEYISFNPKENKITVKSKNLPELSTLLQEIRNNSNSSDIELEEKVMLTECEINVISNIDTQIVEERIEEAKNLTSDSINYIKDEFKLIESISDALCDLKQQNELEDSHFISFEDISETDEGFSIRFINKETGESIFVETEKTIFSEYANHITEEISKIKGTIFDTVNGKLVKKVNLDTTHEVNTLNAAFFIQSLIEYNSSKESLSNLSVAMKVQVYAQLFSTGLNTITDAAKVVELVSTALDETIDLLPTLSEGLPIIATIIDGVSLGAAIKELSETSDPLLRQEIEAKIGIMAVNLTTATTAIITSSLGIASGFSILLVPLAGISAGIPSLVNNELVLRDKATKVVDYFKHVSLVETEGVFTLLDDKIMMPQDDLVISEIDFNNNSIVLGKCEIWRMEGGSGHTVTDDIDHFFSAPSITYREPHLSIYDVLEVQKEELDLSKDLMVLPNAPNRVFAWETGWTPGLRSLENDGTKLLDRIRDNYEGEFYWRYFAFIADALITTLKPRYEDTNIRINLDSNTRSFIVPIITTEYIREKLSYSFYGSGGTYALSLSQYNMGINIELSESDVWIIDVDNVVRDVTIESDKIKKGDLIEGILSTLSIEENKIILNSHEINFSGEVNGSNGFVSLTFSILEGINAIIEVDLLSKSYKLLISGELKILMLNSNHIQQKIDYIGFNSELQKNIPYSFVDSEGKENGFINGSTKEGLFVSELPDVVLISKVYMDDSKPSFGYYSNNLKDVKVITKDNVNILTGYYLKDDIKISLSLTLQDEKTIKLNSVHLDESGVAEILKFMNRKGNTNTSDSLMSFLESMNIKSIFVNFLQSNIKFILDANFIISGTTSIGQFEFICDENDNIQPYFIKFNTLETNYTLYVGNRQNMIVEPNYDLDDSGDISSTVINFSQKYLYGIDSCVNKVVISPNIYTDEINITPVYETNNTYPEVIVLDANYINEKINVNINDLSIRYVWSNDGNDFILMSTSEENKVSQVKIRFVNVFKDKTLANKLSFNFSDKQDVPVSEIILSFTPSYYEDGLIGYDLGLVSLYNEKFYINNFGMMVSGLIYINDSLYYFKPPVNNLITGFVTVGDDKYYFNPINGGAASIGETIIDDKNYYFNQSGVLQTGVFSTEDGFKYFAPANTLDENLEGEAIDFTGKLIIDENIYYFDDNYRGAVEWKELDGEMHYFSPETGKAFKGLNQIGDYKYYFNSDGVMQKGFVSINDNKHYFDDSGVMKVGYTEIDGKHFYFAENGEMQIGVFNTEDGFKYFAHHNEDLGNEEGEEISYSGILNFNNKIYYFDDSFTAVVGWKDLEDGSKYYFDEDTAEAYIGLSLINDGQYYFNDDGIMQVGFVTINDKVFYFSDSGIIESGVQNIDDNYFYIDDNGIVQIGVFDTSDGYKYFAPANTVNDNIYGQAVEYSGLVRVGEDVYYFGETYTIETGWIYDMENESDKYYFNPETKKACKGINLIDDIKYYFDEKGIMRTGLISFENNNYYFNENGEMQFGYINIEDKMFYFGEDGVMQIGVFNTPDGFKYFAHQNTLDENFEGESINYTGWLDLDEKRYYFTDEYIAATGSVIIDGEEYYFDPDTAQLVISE
PrPC surface inh – inhibitors of human cell surface prion protein PrPC, primary screen, cell-based, TR-FRET; Major prion protein (Homo sapiens), P04156; TR-FRET read-out; inhibition, % at 13.8 µM; 370,000 compounds, 0.43% hits; AID 720596, 2013; in the data active = inhibition above about 24%; also: 0% = median of the test wells and 100% = reference compound wells
CCHF vOTU inh – CCHFV vOTU protease inhibitors, primary screen, biochemical, Pep-AMC substrate, fluorescence. inhibition, % at 11.5 µM. 370,000 compounds, 0.55% hits. AID 651958, 2012; in the data active = inhibition above about 30%; also: 0% = vehicle wells with enzyme and 100% = no enzyme wells
The depositor's hits bear a star; & = joins results of further samples.

SMILES	TcdB inh	PrPC surface inh	CCHF vOTU inh
CC(C)NC(=O)C1C(c2ccc(C(F)(F)F)cc2)=Nc2ccccc2N1C(=O)c1cccc(C(F)(F)F)c1 (stereo unspecified)	0.0	0	18
COc1ccccc1Cc1c(-c2ccc(F)cc2)nc2cc(C)c(Br)c(C)n12	0.7	-2	0
Fc1ccc(-c2nc3c(Cl)cc(C(F)(F)F)cn3c2Cc2cccc(F)c2)cc1	0.8	2	-3
FC(F)(F)c1cc(Cl)c2nc(-c3ccccc3)c(Cc3ccsc3)n2c1	10*	0	-3
CC(C)NC(=O)C1(C)CSCC(=O)N1Cc1ccco1 (stereo unspecified)	-7.9	7	27
CCCNC(=O)Nc1ccc2c(c1)C(=O)N(C)[C@H]1CC[C@H](CC(=O)NCC3CCCCC3)O[C@@H]1CO2	-0.2	-4	-5
CCCCNc1ccc2c(c1)OC[C@H](CC(C)C)NS2(=O)=O	4.4	11	4
O=C1NC[C@@H](CCCCN2C[C@H](Cc3ccc(O)cc3)N(CCC3CCCCC3)C(=O)C2=O)N(CCc2ccc(O)cc2)C1=O	0.3	-3	-3
Cc1ccc(Cn2cc(CN3CC(N4CCN(CCN(C)C)CC4)CS3(=O)=O)nn2)cc1 (stereo unspecified)	1.3	5	0
OC(c1ccccc1)(c1ccccc1)C1CCN(CCCOc2ccc(-c3ccsc3)cc2)CC1	1.4	-28	17
COc1ccc(N2C(c3cc(OC)cc(OC)c3)=Cc3ccccc3C2CC(C)=O)cc1 (stereo unspecified)	-1.0	-16	5
CC(C)(O)C#Cc1ccc(CNC[C@H]2O[C@@H](n3cnc4c(=O)[nH]c(N)nc43)[C@H](O)[C@@H]2O)s1	-7.3	5	7
FC(F)(F)c1cc(Cl)c2nc(-c3ccccc3)c(Cc3ccccc3)n2c1	-0.9	4	7
COc1ccc(CN2C(=O)CN(S(C)(=O)=O)CC2(C)C(=O)Nc2c(C)cccc2C)cc1 (stereo unspecified)	0.5	-7	8
Cc1ccc2nc3n(c(=O)c2c1)-c1ccccc1C(=O)NC3CC(C)C (stereo unspecified)	0.6	-3	-3
COc1ccc(Cc2c(C(C)(C)C)nc3ccc(C)cn23)c(C)c1	-0.5	-6	0
O=C1C=C(c2cccc3c2Oc2ccccc2S3)C[C@@H](c2ccc3c(c2)OCO3)C1	-0.1	-6	3
CCOC(=O)C1=CCN(S(=O)(=O)c2ccc(Cl)cc2)C1c1cccc(Br)c1 (stereo unspecified)	2.3	1	4
CCOC(=O)[C@]12CCCC=C1N(Cc1ccc(Cl)cc1Cl)C(=O)[C@H](CC(=O)NCc1ccc(OC)c(OC)c1)C2	1.7	4	2
CCCCn1nnnc1C(c1ccccc1)N1CCN(CC)CC1 (stereo unspecified)	0.8	-14	-1
O=C1NC[C@H](CCCCN2C[C@H](Cc3ccccc3)N(CCC3CCCCC3)C(=O)C2=O)N(CCc2ccc(O)cc2)C1=O	1.3	9	21
O=C1NC[C@@H](CCCCN2C[C@H](Cc3ccc(O)cc3)N(CCc3ccccc3)C(=O)C2=O)N(CC2CCCCC2)C1=O	-2.6	-1	5
CCCCCc1c(CC)ncn1CCc1ccccc1OC	0.7	29*	27
COc1ccccc1CCn1cnc(-c2ccc(OC)c(OC)c2)c1CC(C)C	1.2	7	16
Cc1csc(-c2ccc3cc(Cl)cc(Cl)c3n2)n1	-1.2	0	-6
Cc1cc(Br)cn2c(Cc3ccccc3C(F)(F)F)c(-c3cccc(Cl)c3)nc12	0.7	6	16
CO[C@@H]1CN(C)C(=O)c2ccc(NS(=O)(=O)c3c(C)noc3C)cc2OC[C@@H](C)NC[C@@H]1C	0.1&0.2	4	1
COC(=O)[C@]12C[C@H](CC(=O)NCCc3ccccc3OC)C(=O)N(Cc3ccc4c(c3)OCO4)C1=C[C@H](COCc1ccccc1)O[C@@H]2C	1.4	-4	6
O=C(CC[C@H]1O[C@@H](n2ccc(=O)[nH]c2=O)[C@H](O)[C@@H]1O)N[C@@H](Cc1ccccc1)C(=O)NCC1CCCO1 (stereo partly specified)	-0.4	-3	5
COC(=O)C1=C(C)N(C)C(=NCc2ccc(OC)cc2)NC1c1ccccc1C(F)(F)F (stereo unspecified)	1.2	-14	-6
COC(=O)c1c(-c2ccc(OC)cc2)c2c(c3c4cc(OC)ccc4n(C(=O)c4ccccc4)c13)C(=O)N(C)C2	-2.4	-2	6
Fc1ccccc1N1CCN(C(c2ccnc3ccccc23)c2nnnn2-c2ccc3c(c2)OCCO3)CC1 (stereo unspecified)	0.7	6	-5
Cc1ccccc1OCCCN1CCC(C(O)(c2ccccc2)c2ccccc2)CC1	-3.7	-5	10
COC(=O)[C@@]1(Cc2ccc(F)cc2)[C@H]2c3cc(C(=O)N4CCCC4)n(Cc4ccc(Cl)c(C(F)(F)F)c4)c3C[C@H]2CN1C(=O)c1ccccc1	-0.9	10	14
CC[C@@H]1Cc2[nH][nH]c(=O)c2[C@H](c2ccc(Cl)cc2)O1	0.5	-5	-1
COC(=O)[C@]12CCCCC=C1N(Cc1ccc(Cl)cc1Cl)C(=O)[C@H](CC(=O)NCC13CC4CC(CC(C4)C1)C3)C2	0.6	-2	0
CCCNC(=O)c1cc2c(c(-c3cccc(-c4ccc(F)cc4)c3)n1)[C@H](CCO)N(S(=O)C(C)(C)C)C2 (stereo partly specified)	-8.5	11	15
Cc1cccc(CN2CCN(C3CN(Cc4cn(Cc5cccc(Cl)c5)nn4)S(=O)(=O)C3)CC2)c1 (stereo unspecified)	0.3	1	1
COC(=O)C1=C(C)N(C)C(=NCc2ccccc2)NC1c1ccc(F)cc1 (stereo unspecified)	1.0	-4	-12
CC(c1nc2ccccc2[nH]1)N(C(=O)Cc1csc2ccccc12)c1cccnc1 (stereo unspecified)	0.4	5	5
CCCCCNC(=O)C(c1ccc(OC)cc1)n1c(=O)c(-c2ccccc2)nc2ccccc21 (stereo unspecified)	1.2	-1	4
COC(=O)N1C[C@H](OC)[C@H]2C[C@@H]1c1ccccc1O2	0.5	-7	0
Cc1ccc2nc(CN(C)C(=O)[C@H]3O[C@@H](n4ccc(N)nc4=O)[C@H](O)[C@@H]3O)[nH]c2c1	2.1	-1	0
COc1ccc(Cc2c(C(C)(C)C)nc3c(C)cc(Br)cn23)c(C)c1	1.5	-13	3
Cc1ccc(-c2nc3c(Cl)cc(C(F)(F)F)cn3c2Cc2cccc(F)c2)cc1	0.5	3	8
COC(=O)c1ccc2nc(-c3ccc(OC)c(OC)c3)c(Cc3ccc(C)cc3)n2c1	-0.7	1	-2
N#Cc1cccc(C2CC(OCCF)=CC(=O)O2)c1 (stereo unspecified)	-0.8	-1	6
COc1ccc(C(=O)C[C@@H]2OC3CCCCC3N2S(=O)(=O)c2ccc(C)cc2)cc1OC (stereo partly specified)	1.0	3	-3
O=C1Nc2ccccc2C(=O)N(Cc2ccccc2)C1C(=O)NC1CC1 (stereo unspecified)	-0.4	1	17
Cc1cccc(C)c1NC(=O)C(c1ccncc1)n1c(=O)c(-c2ccccc2)nc2ccccc21 (stereo unspecified)	0.7	-16	-44
C#CCNC(=O)C[C@H]1C[C@@]2(C(=O)OC)C(=C[C@H](C(C)C)O[C@@H]2C2CC2)N(Cc2ccccc2)C1=O	1.1	7	-1
O=C(C[C@H]1CC[C@@H](NC(=O)C2CC2)[C@@H](CO)O1)NCc1ccccc1Cl	0.6&1.7	3	1
COC(=O)C[C@@H]1C=C[C@H](NC(=O)Cc2ccccn2)[C@@H](CO)O1	0.9	1	-4
Nc1nc2ncccn2c1-c1ccccc1	1.2	-6	12
CC(C)(C)n1nnnc1C(c1ccccc1)N1CCN(c2ncccn2)CC1 (stereo unspecified)	-0.6	-6	-4
Cc1ccc(S(=O)(=O)N2C[C@H]3C(=O)C[C@@H](c4ccc(Cl)cc4)N(S(=O)(=O)c4ccc(C)cc4)[C@H]3C[C@H]2c2ccc(Cl)cc2)cc1	2.3	3	6
Nc1nc2c(-c3ccc([N+](=O)[O-])cc3)nnn2c2ccccc12	-0.3	-3	-3
O=C(CC[C@H]1O[C@@H](n2ccc(=O)[nH]c2=O)[C@H](O)[C@@H]1O)N[C@H](Cc1ccccc1)C(=O)NC1CCCCC1	0.9	-1	-1
CCOC(=O)[C@]12CCCC=C1N(Cc1ccco1)C(=O)[C@H](CC(=O)NCc1cccs1)C2	1.6	-3	7
CCNC(=O)c1cc2c(c(-c3cccc(-c4cncnc4)c3)n1)[C@@H](CCO)N(C(C)=O)C2	-0.7&1.1	-6	3

The listing continues:
SMILES	TcdB inh	PrPC surface inh	CCHF vOTU inh
CCOC(=O)[C@]12CCC=C1N(Cc1ccc3c(c1)OCO3)C(=O)[C@H](CC(=O)N1CCN(C(=O)c3ccco3)CC1)C2	1.0	0	1
CCOC(=O)C1=C[C@@H](C)N(S(=O)(=O)c2ccc(C)cc2)[C@H]1c1ccccc1	0.1	7	-3
CC[C@H](CO)Oc1cc(NCc2cccc(N)c2)c2ncn(C(C)C)c2c1	1.6	-5	75*
CCOC(=O)C1=CCN(S(=O)(=O)c2ccccc2C)C1c1ccccc1 (stereo unspecified)	0.8	-3	11
Cc1ccnc(Nc2ccc(CCO)cc2)n1	-0.2	-2	-5
COC(=O)[C@]12CCCCC=C1N(CCc1ccc(OC)c(OC)c1)C(=O)[C@H](CC(=O)N1CCN(C(=O)c3ccco3)CC1)C2	1.1	-9	23
O=S1(=O)N[C@@H](Cc2ccccc2)COc2cc(NC3CC3)ccc21	0.2	9	11
CCOC(=O)C1=CCN(S(=O)(=O)c2ccccc2Br)C1c1ccc(Br)cc1 (stereo unspecified)	-0.4	3	2
CC(C)(C)NC(=O)C1c2ccccc2OCC(=O)N1C1CC1 (stereo unspecified)	-0.6	4	19
Nc1sc(Cc2ccccc2)cc1C(=O)NC1CCCCC1	-0.2	0	13
CCCN(CCC)Cc1cc(=O)oc2cc(C)c(C)cc12	0.6	9	2
O=S1(=O)N[C@@H](Cc2ccccc2)COc2cc(N3CCC[C@H]3CO)ccc21	-0.1	3	-1
CN(CCc1ccccc1)C(=O)c1[nH]c(C(F)(F)F)nc1-c1ccccc1	-0.7	5	-4
O=C(c1ccc(Cl)c(Cl)c1)N1CCC(=O)N([C@H](COCc2ccccc2)Cc2ccccc2)CC1	0.2	10	24
OC(c1ccccc1)(c1ccccc1)C1CCN(CCCOc2cccc(OC(F)(F)F)c2)CC1	2.6	-8	26
O=C1NC(=O)C2(CCCc3ccc(N(CCO)CCO)cc32)N1 (stereo unspecified)	1.4	-13	-1
COc1ccc(Cc2c(C3CCCCC3)nc3ccc(C)cn23)c(C)c1	1.0	-1	18
CCOC(=O)C1=C[C@@H](C(C)C)N(S(=O)(=O)c2ccc(C)cc2)[C@H]1c1ccc(C(F)(F)F)cc1	-1.0	11	19
O=C(C(=O)N1CCC(CNC(=O)c2sc3ccccc3c2Cl)CC1)c1cccs1	0.1	2	13
CC1OC(C(C)(C)C)CC2=C1C(=O)OC(C)(C)O2 (stereo unspecified)	0.5	5	-5
CCOC(=O)C1=CCN(S(=O)(=O)c2ccc(C)cc2)C1c1cccc(C)c1 (stereo unspecified)	1.0	14	27
C[C@H]1C(C(=O)N(C)C2CCCCC2)=Cc2c(n(-c3ccc(F)cc3)c(=O)n2CCCOc2ccccc2)C=C1c1ccccc1	-0.5	-1	3
O=C(NC1CCCCC1)C(c1ccccc1F)n1c(=O)c(-c2cc3ccccc3[nH]2)nc2ccccc21 (stereo unspecified)	0.9	5	-27
O=S1(=O)CC(N2CCN(CCO)CC2)CN1C1CCCCC1 (stereo unspecified)	-3.4	8	14
CCCc1nc2ccc(Cl)cn2c1Cc1cccc(Cl)c1	0.2	-1	11
CCCCCNC(=O)C1C(=O)Nc2ccccc2C(=O)N1c1ccc(OC)cc1 (stereo unspecified)	-0.4	-2	-1
O=C(NCC(F)(F)F)c1cc2c(c(-c3cccc(-c4ccccc4F)c3)n1)[C@H](CCO)N(C(=O)CC1CC1)C2	0.9	-4	6
CN(c1cc2c(c3c1ccn3C)C1CCC2O1)C1CCCCC1 (stereo unspecified)	-14	4	5
CCCn1cc(CCC(=O)Nc2ccc(Oc3cccnc3)cc2)c2ccccc21	0.1	10	0
O=C(NC1CCCCC1)C(c1ccc(C(F)(F)F)cc1)n1c(=O)c(-c2ccccc2)nc2ccccc21 (stereo unspecified)	2.1	-2	-4
Brc1cccc(-c2nc3c4ccccc4ccn3c2CC2CCCCC2)c1	-5.4	6	8

As a short view, part of the list above:
SMILES	TcdB inh	PrPC surface inh	CCHF vOTU inh
Nc1nc2c(-c3ccc([N+](=O)[O-])cc3)nnn2c2ccccc12	-0.3	-3	-3
O=C(CC[C@H]1O[C@@H](n2ccc(=O)[nH]c2=O)[C@H](O)[C@@H]1O)N[C@H](Cc1ccccc1)C(=O)NC1CCCCC1	0.9	-1	-1
CCOC(=O)[C@]12CCCC=C1N(Cc1ccco1)C(=O)[C@H](CC(=O)NCc1cccs1)C2	1.6	-3	7
CCNC(=O)c1cc2c(c(-c3cccc(-c4cncnc4)c3)n1)[C@@H](CCO)N(C(C)=O)C2	-0.7&1.1	-6	3
CCOC(=O)[C@]12CCC=C1N(Cc1ccc3c(c1)OCO3)C(=O)[C@H](CC(=O)N1CCN(C(=O)c3ccco3)CC1)C2	1.0	0	1
CCOC(=O)C1=C[C@@H](C)N(S(=O)(=O)c2ccc(C)cc2)[C@H]1c1ccccc1	0.1	7	-3

Arranged by molar mass (rising): 4 of the compounds above
SMILES	TcdB inh	PrPC surface inh	CCHF vOTU inh
O=S1(=O)CC(N2CCN(CCO)CC2)CN1C1CCCCC1 (stereo unspecified)	-3.4	8	14
CCOC(=O)C1=CCN(S(=O)(=O)c2ccc(C)cc2)C1c1cccc(C)c1 (stereo unspecified)	1.0	14	27
O=C(C(=O)N1CCC(CNC(=O)c2sc3ccccc3c2Cl)CC1)c1cccs1	0.1	2	13
O=C(NC1CCCCC1)C(c1ccc(C(F)(F)F)cc1)n1c(=O)c(-c2ccccc2)nc2ccccc21 (stereo unspecified)	2.1	-2	-4

Only part of the results is shown; the hit share may differ from the screen's.
